# Bioassay records deposited in PubChem by several laboratories.
# ABCB6 inh 2 = human ABCB6 transporter inhibition; AID 602162; K562-ABCB6 porphyrin accumulation, flow cytometry, 1 h; stronger effect = lower value; 360,000 compounds, 0.19% hits; fluorescence ratio to DMSO, % at 10 µM;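 active = fluorescence ratio to DMSO below 75%, the collection mean minus 3 SD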;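 note: signal is porphyrin accumulated inside mitochondria; 100% equals median channel fluorescence of DMSO control wells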
# Target sequence (Q9NP58 whole entry, looked up): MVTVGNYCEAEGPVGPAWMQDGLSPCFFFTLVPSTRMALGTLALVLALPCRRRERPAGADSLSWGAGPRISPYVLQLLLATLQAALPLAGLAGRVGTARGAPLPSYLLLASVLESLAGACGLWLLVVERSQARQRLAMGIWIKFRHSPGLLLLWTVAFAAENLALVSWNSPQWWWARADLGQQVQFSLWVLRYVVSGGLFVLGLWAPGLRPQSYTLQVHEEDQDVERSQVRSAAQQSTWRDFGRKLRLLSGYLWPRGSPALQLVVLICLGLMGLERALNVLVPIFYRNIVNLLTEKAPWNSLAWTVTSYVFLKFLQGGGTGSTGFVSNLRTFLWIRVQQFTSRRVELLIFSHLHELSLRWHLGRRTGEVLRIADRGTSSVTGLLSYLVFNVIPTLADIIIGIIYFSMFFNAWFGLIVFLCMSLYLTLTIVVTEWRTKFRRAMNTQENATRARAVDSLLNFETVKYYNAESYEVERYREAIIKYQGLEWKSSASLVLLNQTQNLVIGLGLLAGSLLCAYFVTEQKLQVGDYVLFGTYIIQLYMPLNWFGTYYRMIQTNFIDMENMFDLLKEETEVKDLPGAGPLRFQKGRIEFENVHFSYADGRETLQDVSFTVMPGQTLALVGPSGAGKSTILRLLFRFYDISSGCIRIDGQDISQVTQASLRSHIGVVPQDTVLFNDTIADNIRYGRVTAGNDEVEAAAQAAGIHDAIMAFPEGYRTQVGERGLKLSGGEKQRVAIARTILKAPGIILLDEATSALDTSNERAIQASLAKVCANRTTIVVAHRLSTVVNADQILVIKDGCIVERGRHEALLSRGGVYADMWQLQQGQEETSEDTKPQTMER
# Cardio protect = modulators protecting cardiomyocytes from myocardial damage; protection from H2O2 cell death, % at 20 µM; 360,000 compounds, 0.63% hits; H9c2 cardiomyocytes, H2O2 injury protection, ATPLite, 2 h;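 active = compounds giving at least 50% protection of heart cells from peroxide-induced death in the single-dose screen, raw or plate-pattern-corrected value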;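 note: 0% = DMSO wells with peroxide and 100% = DMSO wells without peroxide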
# MC4R ag barr = human MC4R agonism via beta-arrestin | 360,000 compounds, 0.98% hits | U2OS MC4R beta-arrestin complementation, luminescence; percent of melanotan II response, DMSO zero | P32245 | activation, % at 8.9 µM;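 active = activation above a per-plate cutoff, the mean activation of sample wells on that plate plus 3 SD, cut at about 8% in these data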
# CaV13 ICDI inh = Disruptors of the CACNA1D IQ motif to Ca2+-dependent inactivation inhibitor domain association, primary screening, Förster resonance energy transfer in intact living …; inhibition, % at 12.3 µM; 340,000 compounds, 0.098% hits; HEK cells, CFP/YFP FRET ICDI-IQ, plate reader, 10 min; percent FRET-ratio fall versus neutral wells; AID 743397;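 active = mean replicate inhibition of at least 30% and at least 1% of replicates passing that level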;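 note: 0% = median of the neutral control wells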
# Glyco luc inh = blocks N-linked glycosylation in D54 reporter cells; D54 ERlucT glycosylation luciferase reporter, 24 h; percent of 100 nM tunicamycin response; 360,000 compounds, 0.23% hits; AID 588692; reporter increase, % at 12.5 µM;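 active = mean luciferase reporter signal, scaled so untreated is 0 and the glycosylation-blocking control 100, at or above a set limit in every replicate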;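 note: luciferase carries N-glycosylation sites so blocking glycosylation raises the light; 0% = median of neutral control wells and 100% = median of 100 nM tunicamycin wells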
# ABHD5 PLIN5 PPI = ABHD5-PLIN5 protein interaction inhibition | Q00G26+Q8WTS1 | Split G. princeps luciferase complementation, luminescence, 4 h | inhibition, % at 4 µM | 360,000 compounds, 0.78% hits;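 active = inhibition above the mean inhibition across every tested compound plus 3 SD, cut at about 22% in these data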;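 note: 0% = DMSO only wells and the 100% control is not disclosed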
# PDI inh = PDI (human) enzyme inhibition. 350,000 compounds, 0.052% hits. inhibition, % at 10 µM. PDI insulin aggregation turbidity, A650, 90 min. AID 588391. P07237;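 active = mean inhibition across replicates of 30% or more, whatever share of single replicates reach that level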;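 note: absorbance from insulin aggregation driven by PDI reduction with DTT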
# Granule exo inh = blocks lytic granule exocytosis. TALL-104 LAMP-1 surface exposure, flow cytometry; cells stimulated with thapsigargin and PMA. inhibition, % at 10 µM. 360,000 compounds, 0.66% hits;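 active = inhibition above about 55%, limit read from the data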
# m5-HT2A agonist = agonists of mouse serotonin 5-HT2A receptor (HTR2A); P35363; CHO-K1 mHTR2A beta-arrestin complementation, luminescence; percent of 30 µM serotonin response; activation, % at 7.6 µM; 360,000 compounds, 0.66% hits; AID 624169;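 active = activation above a run cutoff, the mean activation of all tested compounds plus 3 SD, cut at about 14% in these data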;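 note: 0% = plate median of compound wells and 100% = 30 µM serotonin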
# MC4R antagonist = blocks human MC4R cAMP signaling. MC4R-expressing cells, MTII-stimulated cAMP, LANCE TR-FRET. inhibition, % at 6.5 µM. 360,000 compounds, 0.48% hits. AID 540295;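 active = inhibition above its plate's cutoff, the mean of tested wells on that plate plus 3 SD, cut at about 29% in these data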;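 note: 0% = Melanotan II alone and 100% = Melanotan II plus saturating MCL0020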
#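 Assay system: human MC4R-expressing U2OS cells; reagent: Melanotan II stimulation of cells; dosing: 6.5 µM single dose; timing: compound 30 min, challenge 1 h, detection 1 h; signal: TR-FRET cAMP assay; replicates: one well per compound, no replicates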
# * marks the source's active call; other numbers are inactive results; nt = not tested or not shown.
1) Oc1c(C(c2cccc(F)c2)N2CCN(Cc3ccccc3)CC2)sc2ncnn12 (configuration not stated)
2) Cc1ccc(-c2nnn(CC(=O)NCCC3=CCCCC3)n2)cc1
3) COc1ccc(Br)cc1C(=O)NCc1cccnc1
4) Cc1cccc2c(=O)c(C(=O)NCc3cccs3)c[nH]c12
5) Cc1ccnc(NC(=O)C2CCN(S(=O)(=O)c3c(C)c(C)cc(C)c3C)CC2)c1
6) CC(C)(C)S(=O)(=O)c1cnc2c(S(=O)(=O)c3ccccc3)cnn2c1N
7) CCOC(=O)CCn1c(=S)n(CCC(=O)OCC)c2ccccc21
8) CC#CC(=O)N1CCCC(Cc2cccc(OC)c2)(C(=O)OCC)C1 (configuration not stated)

screen / no.,1,2,3,4,5,6,7,8
ABCB6 inh 2,96,103,94,100,102,95,101,95
Cardio protect,-2,-10,5,14,2,-6,3,6
MC4R ag barr,-0.2,2.1,0.5,0.6,4.4,-2.2,-0.6,-0.5
CaV13 ICDI inh,-11,-5,-9,-9,-2,-2,-4,-4
Glyco luc inh,0,1,nt,-1,-5,9,1,-1
ABHD5 PLIN5 PPI,-6,1,-1,0,7,1,-12,-2
PDI inh,nt,-9,-4,-8,9,4,7,2
Granule exo inh,-1,1,0,-3,-1,17,-5,-2
m5-HT2A agonist,3,-2,-3,-2,7,-3,-4,1
MC4R antagonist,12,6,5,-1,7,10,1,4

9) COc1cc2ccccc2cc1C(=O)N(CCN(C)C)c1nc2c(F)cc(F)cc2s1
10) COC(=O)c1sc(N/N=C/c2ccc(C(C)C)cc2)nc1C
11) CCn1c(SCC(=O)NCc2ccccc2)nnc1-c1c[nH]c2ccccc12
12) COc1ccccc1OCCNC(=O)CNC(=O)c1ccc(C(C)(C)C)cc1
13) CC(=O)Nc1ccc(CCCCc2ccc(NC(C)=O)cc2)cc1
14) COc1ccccc1-n1cnc(N)c1C(C)=O
15) COc1ccc(-c2nc(NC(=O)CSc3nnc(C)s3)ns2)cc1
16) COCCNC(=O)C(c1ccc(F)cc1)N(Cc1cccs1)C(=O)CCC(=O)Nc1ccccn1 (configuration not stated)

screen / no.,9,10,11,12,13,14,15,16
ABCB6 inh 2,100,98,99,101,102,98,101,94
Cardio protect,3,-18,-3,5,-3,12,-4,8
MC4R ag barr,-2.7,6.3,-2.4,-0.7,1.0,-1.6,2.2,-1.8
CaV13 ICDI inh,-5,-5,-9,-7,-18,nt,-6,-7
Glyco luc inh,-7,-1,-1,0,0,0,-8,0
ABHD5 PLIN5 PPI,-1,-3,5,4,-9,-1,0,-5
PDI inh,21,3,-2,-6,3,-1,-4,2
Granule exo inh,8,10,2,0,-3,-2,-2,4
m5-HT2A agonist,-7,0,-1,-3,2,2,-3,-3
MC4R antagonist,-3,14,5,5,5,-5,0,0

17) Cc1ccc(CSCCNC(=O)c2ccc(NS(C)(=O)=O)cc2)cc1
18) COC(=O)[C@H](CCSC)NC(=O)Nc1ccc(OC)cc1
19) O=C(Nc1cc(C(F)(F)F)ccc1N1CCCC1)c1cccnc1
20) CCCN(CC(=O)Nc1ccccc1C)C(=O)CC(NC(=O)c1ccccc1)c1ccccc1 (configuration not stated)
21) Cc1ccc(Sc2ccc([N+](=O)[O-])cc2[N+](=O)[O-])nc1
22) CC(=O)c1ccc(Nc2c(C)n(C)n(-c3ccccc3)c2=O)cc1
23) Cc1cc(Br)cc2c(C(=O)NCC3CCCO3)cc(-c3cccs3)nc12 (configuration not stated)
24) Cc1cc(N)n2ncc(-c3cccc(Br)c3)c2n1

screen / no.,17,18,19,20,21,22,23,24
ABCB6 inh 2,94,97,99,101,102,96,98,92
Cardio protect,-4,0,-2,-1,-13,6,0,-4
MC4R ag barr,-2.7,0.0,4.3,-2.8,-1.1,-2.9,-0.7,-1.2
CaV13 ICDI inh,-4,nt,-4,-5,-6,-2,-5,nt
Glyco luc inh,0,2,2,-4,3,0,3,3
ABHD5 PLIN5 PPI,0,-6,14,-5,0,-2,4,-6
PDI inh,7,19,-14,4,-3,-3,-4,5
Granule exo inh,0,3,-2,18,-3,3,-15,1
m5-HT2A agonist,-6,-2,7,-10,4,2,2,2
MC4R antagonist,19,1,-5,13,0,0,16,-11

25) CCn1nc(C)c(NC(=O)Nc2cccc(Cl)c2Cl)c1C
26) Cc1ccc(OCC(=O)NNC(=S)NC(=O)c2cccs2)c(C)c1
27) COc1ccc(OC)c(NC(=O)CSc2nc3ccccc3cc2Cc2ccccc2)c1
28) CCNC(=O)COC(=O)c1ccc(-c2nc3ccccc3s2)s1
29) COc1cccc(/C=N/NC(=O)CC(=O)NCCc2ccccc2)c1OC
30) CN1CCN(C(=O)c2ccccc2NC(=O)c2cccs2)CC1
31) C=CCn1c(=O)c2ccccc2n2c(SCC(C)=O)nnc12
32) O=C(O)CCc1ccc(-c2ccccc2)n1CC(=O)Nc1cccc(C(F)(F)F)c1

screen / no.,25,26,27,28,29,30,31,32
ABCB6 inh 2,95,97,99,89,101,99,98,97
Cardio protect,4,40,1,-18,-6,5,4,5
MC4R ag barr,0.8,-2.4,0.2,5.4,-2.5,0.5,-1.6,-1.4
CaV13 ICDI inh,2,-3,nt,-5,-5,-5,-3,-1
Glyco luc inh,0,1,-9,0,0,2,2,0
ABHD5 PLIN5 PPI,10,-11,-4,12,-3,6,-6,3
PDI inh,4,2,4,-2,-6,-1,9,-10
Granule exo inh,0,0,3,-1,-7,-5,5,-5
m5-HT2A agonist,1,-3,2,4,-1,3,11,0
MC4R antagonist,2,10,6,4,12,11,24,1

33) O=C(NCc1ccccc1)c1ccccc1CO
34) CCCSc1nc2c(cnn2-c2ccccc2)c(=O)n1N
35) O=C(Nc1cccc2cccnc12)c1ccc2sc([C@@H]3O[C@H](CO)[C@H](O)[C@H](O)[C@H]3O)nc2c1
36) O=c1[nH]nnc2c1cnn2-c1ccccc1
37) Cc1ccccc1NC(=O)c1ccc(CN2CCC(Cc3ccccc3)CC2)cc1
38) COc1cc(/C=C/C(=O)OCC(=O)c2c(N)n(C)c(=O)n(C)c2=O)ccc1OCC#N
39) O=C(N/N=C/c1ccncc1)c1cc(-c2ccc(Br)s2)[nH]n1
40) COc1ccccc1CNC(=O)c1cn(C)c2ccc(S(=O)(=O)N3CCCC3)cc2c1=O

screen / no.,33,34,35,36,37,38,39,40
ABCB6 inh 2,103,96,96,96,99,95,96,95
Cardio protect,-3,-4,26,-4,-20,-7,9,6
MC4R ag barr,0.1,-1.0,-0.4,-2.0,-0.9,-1.8,-0.1,0.8
CaV13 ICDI inh,-3,-4,-12,-8,-5,2,-4,-18
Glyco luc inh,1,-12,3,-2,-4,-4,-1,13
ABHD5 PLIN5 PPI,5,-2,-6,11,2,-3,6,0
PDI inh,4,1,2,-1,-1,-4,-3,4
Granule exo inh,-3,-12,-4,-3,8,-5,18,-2
m5-HT2A agonist,-3,0,-4,6,-7,-1,-6,1
MC4R antagonist,-4,9,4,4,0,2,2,6

41) Clc1cc(Br)ccc1OCCCNCc1ccccc1
42) Cc1noc(C)c1C(=O)N1CCc2ccccc21
43) CC(C)(C)c1nnc(NC(=O)Cc2ccc(Br)cc2)s1
44) O=C(CCC(=O)Nc1ccc(Br)cc1)N/N=C/c1ccccc1O
45) Cc1ccc(NC(=O)CSc2ccc(C(N)=O)cc2[N+](=O)[O-])cc1C
46) CC1CCCCC1NC(=O)CSc1nncs1 (configuration not stated)
47) CCCn1nnnc1SCC(=O)Nc1ccc(F)cc1
48) CC(=O)Nc1ccc(S(=O)(=O)NCCC(=O)Nc2ccc(C)cn2)cc1

screen / no.,41,42,43,44,45,46,47,48
ABCB6 inh 2,99,101,98,184,98,117,90,101
Cardio protect,-6,0,-4,42,-3,7,-3,4
MC4R ag barr,8.8*,-1.2,3.3,-1.5,-1.6,1.3,-3.0,-0.7
CaV13 ICDI inh,-15,-6,-18,-4,-7,-5,nt,nt
Glyco luc inh,2,-1,6,-2,0,2,-2,1
ABHD5 PLIN5 PPI,22*,-3,-4,5,-1,2,-1,2
PDI inh,2,-8,1,-19,4,1,-14,1
Granule exo inh,1,-1,8,2,-2,0,-2,7
m5-HT2A agonist,-5,6,2,3,-7,5,2,4
MC4R antagonist,3,5,5,-2,4,9,1,5

49) COc1ccc(S(=O)(=O)N(C)CC(=O)N2CCN(C)CC2)cc1C
50) Cc1cc(C)nc(NS(=O)(=O)c2ccc(NC(=O)c3cccs3)cc2)n1
51) CN(C)CCNc1oc(-c2ccccc2Cl)nc1S(=O)(=O)c1ccccc1
52) CC(=O)N(O)c1ccc(C=Cc2ccccc2)cc1
53) COc1ccc(NC(=O)c2ccccc2-c2ccccc2)c(C)c1
54) COc1ccc(CCNC(=O)CNS(=O)(=O)c2ccc(Cl)cc2)cc1
55) COc1ccc(S(=O)(=O)N2CCOC2CNC(=O)C(=O)NCc2ccco2)cc1OC (configuration not stated)
56) Cc1ccccc1/C=N/Nc1ccc(Cl)nn1
57) CN(CC(=O)N(C)CC(=O)Nc1c(Cl)cccc1Cl)Cc1ccc(Br)s1

screen / no.,49,50,51,52,53,54,55,56,57
ABCB6 inh 2,98,97,99,94,93,101,91,100,94
Cardio protect,-1,5,-3,-4,-7,6,-2,0,7
MC4R ag barr,-0.5,-0.5,0.3,nt,-2.2,0.2,-0.8,3.7,-0.9
CaV13 ICDI inh,-8,nt,-6,-7,3,-3,10,-7,-4
Glyco luc inh,1,0,1,-2,-1,1,-1,1,-3
ABHD5 PLIN5 PPI,-5,3,-2,0,-5,-1,0,-2,-3
PDI inh,1,10,15,nt,8,0,-2,-3,12
Granule exo inh,1,0,0,1,-3,3,-2,0,-1
m5-HT2A agonist,5,-7,0,-2,-4,4,0,4,5
MC4R antagonist,2,9,1,nt,8,3,8,-2,6

# Compounds above that have fluorine (6):
1) Oc1c(C(c2cccc(F)c2)N2CCN(Cc3ccccc3)CC2)sc2ncnn12 (configuration not stated)
9) COc1cc2ccccc2cc1C(=O)N(CCN(C)C)c1nc2c(F)cc(F)cc2s1
16) COCCNC(=O)C(c1ccc(F)cc1)N(Cc1cccs1)C(=O)CCC(=O)Nc1ccccn1 (configuration not stated)
19) O=C(Nc1cc(C(F)(F)F)ccc1N1CCCC1)c1cccnc1
32) O=C(O)CCc1ccc(-c2ccccc2)n1CC(=O)Nc1cccc(C(F)(F)F)c1
47) CCCn1nnnc1SCC(=O)Nc1ccc(F)cc1

screen / no.,1,9,16,19,32,47
ABCB6 inh 2,96,100,94,99,97,90
Cardio protect,-2,3,8,-2,5,-3
MC4R ag barr,-0.2,-2.7,-1.8,4.3,-1.4,-3.0
CaV13 ICDI inh,-11,-5,-7,-4,-1,nt
Glyco luc inh,0,-7,0,2,0,-2
ABHD5 PLIN5 PPI,-6,-1,-5,14,3,-1
PDI inh,nt,21,2,-14,-10,-14
Granule exo inh,-1,8,4,-2,-5,-2
m5-HT2A agonist,3,-7,-3,7,0,2
MC4R antagonist,12,-3,0,-5,1,1
